# TWEAK Fn14 block – inhibitors of TWEAK-Fn14 signaling, primary screen, luciferase reporter cells, uHTS | TWEAK-stimulated Fn14 reporter cells, luciferase luminescence, 8 h | inhibition, % at 10 µM | 360,000 compounds, 2% hits; in the data active means inhibition above about 50%
# NR2E3 ag-1 – NR2E3 agonists in two-hybrid cells, primary screen, cell-based, luminescence, CHO-S, Gal4-NCOR/VP16-NR2E3 | Photoreceptor-specific nuclear receptor (Homo sapiens), Q9Y5X4 | luciferase | inhibition of corepressor binding, % at 3.98 µM | 360,000 compounds, 0.35% hits | AID 602229, 2012;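 active means inhibition above the mean of all tested compounds plus 3 SD, cut at about 70% in these data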;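 further: 0% = DMSO with NR2E3 transfected cells and 100% = cells lacking NR2E3 construct; higher means lower luciferase signal from less NR2E3 corepressor binding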
# Target sequence (Q9Y5X4 whole entry, looked up, the tested form may be a part): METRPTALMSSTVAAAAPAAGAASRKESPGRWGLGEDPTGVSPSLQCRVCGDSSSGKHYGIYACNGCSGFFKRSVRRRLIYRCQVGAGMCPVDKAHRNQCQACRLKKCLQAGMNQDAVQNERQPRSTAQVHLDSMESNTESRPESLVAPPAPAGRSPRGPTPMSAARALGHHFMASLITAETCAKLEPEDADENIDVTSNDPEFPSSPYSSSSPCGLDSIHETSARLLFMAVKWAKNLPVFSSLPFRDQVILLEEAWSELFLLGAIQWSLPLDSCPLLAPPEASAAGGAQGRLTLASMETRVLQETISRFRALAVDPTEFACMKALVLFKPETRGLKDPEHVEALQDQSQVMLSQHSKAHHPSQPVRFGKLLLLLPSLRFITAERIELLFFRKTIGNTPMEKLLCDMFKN
# NR2E3 ag-2 – inhibitors of NR2E3-RetCOR corepressor binding, primary screen, NR2E3 agonist project, biochemical, TR-FRET, GST-NR2E3, biotin-RetCOR; AID 2300, 2010; inhibition of corepressor binding, % at 4.78 µM; 1536-well; 320,000 compounds, 0.12% hits; Photoreceptor-specific nuclear receptor (Homo sapiens), Q9Y5X4;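 active means percent inhibition above the cutoff of mean plus 3 SD of all tested compounds, set per screening campaign, cut at about 20% in these data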;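 further: 0% = DMSO wells and 100% = biotin wells as full block of FRET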
#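 System: GST-tagged NR2E3 plus biotinylated RetCOR corepressor; Buffer or medium: pH 7.5 Tris-based buffer; Probe or stimulus: RetCOR corepressor, biotinylated, 7 nM; Doses: compound at 4.8 µM, single dose; Schedule: 5 h incubation at 4 °C; Technique: time-resolved FRET; Evaluation: percent inhibition of TR-FRET ratio; Replication: one well per compound, singlicate testing.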
# KKLEB tox – cytotoxicity in KKLEB CF airway cells, primary screen, cytotoxicity control for CF NF-kB inhibitor project, cell-based, uHTS, fluorescence assay plates; KKLEB CF airway cells viability, ATPlite luminescence, overnight; stronger effect = lower value; cells stimulated with P. aeruginosa culture filtrate; activity change (cytotoxicity), % at 5 µM; 360,000 compounds, 0.36% hits; AID 602141, 2011;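 active means corrected activity change at or below -50% at 5 µM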
# Peg3 promoter – Peg3 promoter-driven luciferase inhibitors, primary screen, cell-based, HeLa, luciferase luminescence; HeLa PEG-Prom luciferase reporter, overnight; inhibition, % at 20 µM; 360,000 compounds, 1.7% hits;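 active means inhibition of at least 50% at 20 µM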
# CF NFkB block – inhibitors of PAF-induced NF-kB signaling, primary screen, cell-based, GFP fluorescence, uHTS; KKLEB NF-kB-GFP reporter, GFP fluorescence overnight; inhibition, % at 5 µM; 360,000 compounds, 0.86% hits; AID 588850, 2011;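 active means at least 50% inhibition at 5 µM, scaled per plate between neutral and stimulator controls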;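 further: PAF is a Pseudomonas aeruginosa culture filtrate used as stimulus; plate controls were PAF-stimulated DMSO wells for no effect and unstimulated DMSO wells for full effect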
# aDG glyco up – activators of alpha-DG glycosylation, primary screen, uHTS, Pro5-aDG cells, AlphaScreen; alpha-DG glycosylation AlphaScreen (IIH6); 0% Pro5, 100% B10-LARGE cell signal; activation, % at 10 µM; 360,000 compounds, 0.22% hits;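 active means activation of at least 8% versus controls, or a plate z-score of at least 8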;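 further: Pro5 are CHO cells carrying HIG-tagged alpha-DG that lacks glycosylation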
# hiPSC survival – enhancers of single-cell hiPSC survival, primary screen, ATPlite luminescence | 360,000 compounds, 0.044% hits | AID 602274, 2012 | 100% = ROCK inhibitor wells, 0% = DMSO | survival enhancement, % at 20 µM; in the data active means survival enhancement above about 18%;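 further: cells exposed to compounds for 16 hours before the ATP read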
# Shn3 3UTR inh – reduction of Shn3 3'UTR firefly luciferase signal, primary screen, Schnurri-3 inhibitor project, cell-based, Clone20 osteoblasts, set 2; Clone20 osteoblast Shn3 3'UTR firefly luciferase, 24 h; inhibition, % at 12.5 µM; 360,000 compounds, 0.52% hits; AID 588674, 2011;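 active means mean inhibition of at least 75% with every replicate also reaching 75%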;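 further: 0% = median of neutral control wells and 100% = pilot-screen positive control compound; some compounds past the cut are filed as inactive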
# TRPM1 prom inh – inhibitors of MITF-dependent TRPM1 promoter reporter, primary screen, cell-based, SK-MEL-5, single point, luciferase; SK-MEL-5 TRPM1 promoter luciferase, 24 h; inhibition, % at 12.5 µM; 330,000 compounds, 0.83% hits; AID 488899, 2010;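 active means mean inhibition across replicates of 60% or more, whatever share of single replicates reaches that level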; further: values of inactives mirror those of a sister screen read the other way
# HIF-2a block – HIF-2a reporter inhibitors, primary screen, luminescence, 786-0 RCC cells; 786-0 RCC cells HIF-2a reporter, luciferase luminescence, overnight; inhibition, % at 18.8 µM; 360,000 compounds, 0.72% hits; AID 624352, 2012;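 active means inhibition of the luminescence signal of 40% or more relative to plate controls, in a single-dose primary screen at 18.75 µM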
# * hit, by the source's call; . = not tested or not shown.
# Sample of the layout, 2 compounds:
SMILES,TWEAK Fn14 block,NR2E3 ag-1,NR2E3 ag-2,KKLEB tox,Peg3 promoter,CF NFkB block,aDG glyco up,hiPSC survival,Shn3 3UTR inh,TRPM1 prom inh,HIF-2a block
Oc1ccc(-c2nnc(SCc3ccccc3)o2)cc1,0.2,-157.8,0.3,-8.9,-261.9,11.5,-0.1,-0.6,-60.9,-111.5,-297.7
CCOC(=O)C1CCN(C(C(=O)Nc2ccc3c(c2)OCCO3)c2ccccc2)CC1 (stereo not given),-24.5,-18.4,2.4,-8.5,-11.1,11.8,0.2,3.9,2.6,3.4,-22.8

# Results, repeating the preview:
SMILES,TWEAK Fn14 block,NR2E3 ag-1,NR2E3 ag-2,KKLEB tox,Peg3 promoter,CF NFkB block,aDG glyco up,hiPSC survival,Shn3 3UTR inh,TRPM1 prom inh,HIF-2a block
Oc1ccc(-c2nnc(SCc3ccccc3)o2)cc1,0.2,-157.8,0.3,-8.9,-261.9,11.5,-0.1,-0.6,-60.9,-111.5,-297.7
CCOC(=O)C1CCN(C(C(=O)Nc2ccc3c(c2)OCCO3)c2ccccc2)CC1 (stereo not given),-24.5,-18.4,2.4,-8.5,-11.1,11.8,0.2,3.9,2.6,3.4,-22.8
Cc1c(Br)cccc1NC(=O)C1(C)CCN1Cc1ccccc1OC(F)F (stereo not given),4.3,-11.7,.,3.2,32.2,3.1,-0.1,-0.8,-4.3,.,-1.5
Cc1ccc(NC(=O)C2CCCN(c3ncnc4c3nc3n4CCCCC3)C2)nc1 (stereo not given),-0.4,-49.3,6.0,-23.5,19.1,-9.7,-0.3,0.8,36.1,-3.1,6.5
O=C1c2c(O)cccc2Cc2cccc(O)c21,-9.2,-18.1,-0.9,0.8,-12.5,-14.5,0.0,0.8,1.8,.,-20.2
S=C(c1cccs1)N1CCN(c2ccccc2)CC1,-21.5,6.4,.,-20.4,-41.4,9.8,-0.1,2.8,-0.4,-2.4,-85.1
COc1cc2c(cc1OC)C(c1cccs1)N(C(=O)c1ccc(S(=O)(=O)N(C)C)cc1)CC2 (stereo not given),10.3,5.4,1.1,-13.2,3.0,28.7,-0.2,0.4,.,-1.7,8.4
COc1nc(-c2ccccc2)c2c(c1C#N)CC(C)(C)OC2,-15.6,2.7,2.6,-19.6,13.1,30.7,0.0,11.5,-5.8,16.8,6.3
CSc1nc(NCC(C)C)c2c3c(sc2n1)CN(C)CC3,9.3,-17.1,2.9,-16.0,14.1,12.8,0.1,3.5,-32.5,12.1,14.8
Cc1sc2nc(SCC(=O)Nc3c(C)n(C)n(-c4ccccc4)c3=O)n(C)c(=O)c2c1C,58.5*,-0.9,0.9,1.5,16.2,-3.2,-0.2,-4.1,9.5,5.8,16.8
O=C(O)CCC(=O)Nc1ccc(Br)cc1C(=O)c1ccccc1Cl,-16.2,-3.0,2.3,6.1,12.6,-2.0,0.0,0.6,-11.8,17.4,17.3
C=CCN1CCc2c(cc(O)c(O)c2Cl)C(c2ccccc2)C1 (stereo not given),-12.9,-3.8,2.9,9.1,11.1,21.5,-0.2,1.1,26.8,-6.2,20.0
Cc1ccc(N(CC(=O)NCCc2ccccc2)S(=O)(=O)c2c(C)noc2C)cc1,1.2,-5.6,3.9,4.4,11.2,-2.0,1.2,1.1,6.2,-7.8,-4.4
O=C1c2ccccc2C2=Nc3ccccc3SC(c3cccc(F)c3)C12 (stereo not given),48.0,-13.2,-2.1,-18.0,57.9*,31.3,-0.1,-0.3,18.3,-0.5,28.1
O=c1c2ccccc2nnn1CSc1nnnn1-c1ccccc1,-0.8,-46.2,0.1,-9.0,-127.3,3.6,-0.3,1.2,-67.7,-89.5,-148.9
CC1CC(C)CN(C(=O)COC(=O)c2nn(C)c(=O)c3ccccc23)C1 (stereo not given),-5.1,-10.1,2.8,-0.4,6.3,-17.4,-0.2,-0.1,-1.9,-7.0,8.7
N#Cc1nc(COc2ccc(Br)cc2)oc1N1CCCC1,4.4,-31.1,3.1,-8.4,15.9,15.5,0.0,-0.4,17.0,-8.9,13.0
Cc1ccc(Cl)cc1NC(=S)N(CCCN1CCN(C)CC1)Cc1ccco1,-4.8,23.1,1.8,2.1,-19.7,-3.2,0.8,-0.5,12.7,-0.2,16.9
CCOC(=O)C1CCN(C(=O)Cn2cc(C#N)c3ccccc32)CC1,7.7,-30.8,-2.0,-6.0,9.7,4.7,0.2,2.6,-4.3,-0.2,6.7
CCNc1nc(C)c2cc(Br)c(=O)n(CC)c2n1,-2.1,16.0,5.0,-44.2,44.2,33.2,0.6,-3.2,47.5,14.3,54.8*
Cc1ccccc1N1CCN(C2CCCN(C(=O)c3ccc(Cl)s3)C2)CC1 (stereo not given),4.5,-1.0,.,-7.4,17.3,-42.2,-0.2,-0.3,18.4,2.2,-5.8
Cc1noc(NS(=O)(=O)c2ccc(NC(=O)c3cccc(S(=O)(=O)N(C)c4ccccc4)c3)cc2)c1C,18.1,-9.5,.,5.0,0.1,6.9,-0.1,-2.3,-55.3,-1.7,14.4
O=C1CCCCC1C1(O)C(=O)Nc2ccccc21 (stereo not given),20.6,16.9,.,-4.6,-2.9,5.2,0.0,-0.9,-14.9,.,12.3
O=C(c1cnc2n(c1=O)CCS2)N1CCN(c2ccccc2F)CC1,-20.8,10.4,5.9,11.3,-8.9,13.5,-0.1,1.5,10.4,.,-12.7
O=c1[nH]c2ccccc2c2oc(CCl)nc12,5.0,-0.7,-0.8,-3.0,30.3,14.5,1.0,0.2,0.3,26.4,7.5
COc1ccc(CNC(=O)C2CCN(C(=O)[C@@H]3Cc4ccccc4CN3)CC2)cc1,8.9,-24.9,3.1,-11.0,-9.5,-12.5,-0.3,-0.6,-19.1,-0.8,3.2
COc1ccc(S(=O)(=O)N(C)C[C@@H]2Oc3ccc(NS(=O)(=O)c4cn(C)cn4)cc3C(=O)N([C@@H](C)CO)C[C@@H]2C)cc1,-17.0,-13.4,.,-4.7,-9.2,15.0,0.2,5.1,0.7,-4.3,-1.1
O=C(O)c1ccc(NN=Cc2cc(=O)[nH]c(=O)[nH]2)cc1,12.7,29.0,.,3.0,-3.2,-1.6,-0.2,-0.1,0.1,-5.7,5.4
COc1cccc(NC(=O)COC(=O)C2CCCCC2)c1,10.2,13.7,.,-1.5,-8.2,-17.8,0.3,0.7,4.8,-0.4,-0.4
COC(=O)c1cccc(NC(=O)CC2C(=O)NCCN2C(=O)Nc2cc(C)cc(C)c2)c1 (stereo not given),-23.6,-0.4,1.3,-15.2,7.2,7.1,0.0,0.1,6.0,7.5,5.4
COC(=O)CCCCCCCCCCN1CCCCC1,-55.8,18.0,-0.9,16.1,7.3,2.8,0.1,1.5,-5.4,-4.7,15.3
O=C(NCCS(=O)(=O)N1CCN(c2ccccc2)CC1)c1cccs1,6.2,8.3,-1.2,6.4,1.9,9.3,-0.1,1.1,4.4,2.0,1.7
Cc1c(NC(=O)c2cc(-c3ccc(Cl)cc3)on2)c(=O)n(-c2ccccc2)n1C,6.0,-0.1,2.3,-1.6,20.9,-12.2,0.0,0.0,8.5,12.3,-5.6
Cc1cccc(NCN2C(=O)c3ccccc3C2=O)c1,-15.6,-0.5,2.6,12.5,-50.8,-0.2,0.1,-2.6,-12.9,-15.7,-31.6
CCn1ncc(Br)c1C(=O)Nc1ccc(F)c([N+](=O)[O-])c1,0.4,11.4,0.9,5.1,-1.3,-21.4,1.6,-1.0,15.9,6.5,25.7
CCOC(=O)COc1ccc(S(=O)(=O)NCc2ccncc2)cc1,19.2,13.3,1.1,-2.8,3.9,-8.1,1.3,-0.6,72.5,9.0,14.4
CCCS(=O)(=O)N1CCCC(C(=O)NCCCN2CCN(c3ccc(F)cc3)CC2)C1 (stereo not given),-1.4,23.8,2.5,1.7,14.6,-8.5,0.5,-1.5,34.4,10.7,8.6
O=C(Cc1csc(N2CCOCC2)n1)N/N=C/c1ccc(F)cc1,10.8,10.7,1.4,6.3,8.7,5.7,0.1,0.7,15.7,4.6,0.0
COc1ccccc1C(=O)N1CCN=C1SCc1cccnc1,13.0,-13.6,4.0,-11.7,-2.0,5.3,0.0,0.2,.,-1.5,13.7
Cc1nc(NC(=O)CN(C)S(=O)(=O)c2ccc(Cl)cc2)sc1C,10.3,12.9,0.1,5.6,10.1,7.6,0.1,1.9,15.3,13.2,5.4
O=C(N/N=C/c1ccccc1O)c1cccc(C(F)(F)F)c1,-39.2,-8.7,-6.5,-30.2,27.9,18.2,1.5,0.8,92.8*,37.6,-86.4
CN(C(=O)COC(=O)c1ccccc1NCc1ccco1)c1c(N)n(Cc2ccccc2)c(=O)[nH]c1=O,7.5,-25.1,1.3,3.9,15.3,-11.7,-0.1,-0.3,-12.8,-1.9,-1.8
CC1CCCC(C)N1C(=O)COC(=O)c1nn(C)c(=O)c2ccccc12 (stereo not given),-1.0,-38.4,0.8,-5.9,3.5,16.3,0.3,-0.1,-28.2,-1.7,9.5
CCN(CC)S(=O)(=O)c1ccc(NC(=O)c2cccnc2Cl)c(NC(=O)c2cccnc2Cl)c1,-22.3,-34.5,1.8,9.2,104.2*,-9.3,-0.1,0.2,3.4,74.2*,86.1*
COc1ccccc1CN1CCNC(=O)C1CC(=O)N(C)Cc1cnccn1 (stereo not given),2.6,3.7,.,2.8,16.7,-1.4,0.0,1.5,-0.5,5.6,14.4
Cc1ccc(SCCC(=O)N2CCCC2)cc1,2.2,-51.8,-0.1,7.3,-115.9,-1.1,0.0,-1.4,-14.4,-33.0,-126.8
Cc1ccc(-n2c(C)cc(C(=O)CSc3nnc4ccccn34)c2C)cc1,48.1,-151.0,5.0,7.6,-93.7,-20.3,1.5,-0.2,10.5,-12.9,-95.6
CCCC(=O)NC(C)C(c1cccs1)N1CCN(c2ccccc2)CC1 (stereo not given),-38.8,-11.9,0.9,-17.3,7.8,-0.6,0.1,-1.2,11.3,-7.6,6.1
C/C=C(\C)C(=O)Nc1cccc(C2=NOC3(C2)C[C@@H](C(N)=O)N(C(=O)/C(C)=C/C)C3)c1 (stereo not given in full),5.7,-8.4,-0.1,0.6,7.5,-3.9,-0.1,-0.3,-20.4,-10.1,8.6

# Bioassay records (PubChem BioAssay)
